RAD54 branch – inhibitors of human RAD54 branch migration, primary screen, biochemical, fluorescence, single point; inhibition, % at 10.4 µM; 0.14% of 360,000 active; RAD54 Holliday junction branch migration, FAM/BHQ fluorescence; AID 602329, 2012; DNA repair and recombination protein RAD54-like (Homo sapiens), Q92698;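 active = mean normalized replicate activity at least 40 and at least half of replicates scoring 40 or more; inconclusive = only one of the two criteria met; inactive = mean below 40 and under half of replicates reaching 40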;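 also: 0% = median of neutral control wells and 100% = median of positive control wells; inhibitors cause a drop in the FAM fluorescence signal; in these data hits start at about 50%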
E-sel inducer – E-selectin induction in HUVECs, primary screen, imaging, HUVEC, immunofluorescence imaging, single point. normalized: neutral wells 0, TNF-alpha wells 100. 0.37% of 260,000 active. P16581. activation, % at 7.58 µM. AID 686992, 2013;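 active = mean E-selectin-positive cell signal at least 10% of the positive control, reached in at least 60% of replicates, without over 20% cell loss; inconclusive = no rule given, readout overlaps actives, possibly toxicity-flagged; inactive = the rest, including those meeting only one limit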;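 also: in these data hits start at about 27%; measured in HUVEC primary endothelial cells; signal is the percent of cells scored E-selectin positive by PE staining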
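Test system: HUVEC; input: 3,000 HUVEC/well; measured by: immunofluorescence imaging; read-out: % PE-positive cells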
esBAF inh – Bmi1 luciferase reporter increase in mESCs, primary screen, esBAF inhibitor project, mouse ES cells, Bmi1 luciferase knock-in, single point | AID 602393, 2012 | reporter increase, % at 12.5 µM | 2% of 350,000 active | 24 h; 100% = twice the neutral-well signal; in the data active = activation above about 40%; inconclusive = no clear call, values can overlap the other calls;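 also: 0% = median of the plate's neutral control wells and 100% = double that signal; a rise in the Bmi1 reporter signal indicates esBAF inhibition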
PglD DTNB – C. jejuni PglD acetyltransferase inhibitors, primary screen, biochemical, DTNB colorimetric, single point | UDP-N-acetylbacillosamine N-acetyltransferase PglD (Campylobacter jejuni) | purified PglD enzyme, DTNB colorimetric CoA detection | inhibition, % at 12.5 µM | 0.098% of 360,000 active; in the data active = inhibition above about 16%, passing the limit was not always enough; inconclusive = no clear call, values can overlap the other calls; also: strong numbers were not always called active
RAD52 anneal inh – RAD52 DNA annealing inhibitors, primary screen, biochemical, FRET, single point, set 2 | recombinant RAD52 DNA annealing, FRET fluorescence | inhibition, % at 18.7 µM | 0.46% of 360,000 active | AID 651710, 2012;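 active = every replicate showing at least 50% inhibition; inconclusive = mean inhibition at least 50% but not in every replicate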
Target sequence (P43351 whole entry, looked up): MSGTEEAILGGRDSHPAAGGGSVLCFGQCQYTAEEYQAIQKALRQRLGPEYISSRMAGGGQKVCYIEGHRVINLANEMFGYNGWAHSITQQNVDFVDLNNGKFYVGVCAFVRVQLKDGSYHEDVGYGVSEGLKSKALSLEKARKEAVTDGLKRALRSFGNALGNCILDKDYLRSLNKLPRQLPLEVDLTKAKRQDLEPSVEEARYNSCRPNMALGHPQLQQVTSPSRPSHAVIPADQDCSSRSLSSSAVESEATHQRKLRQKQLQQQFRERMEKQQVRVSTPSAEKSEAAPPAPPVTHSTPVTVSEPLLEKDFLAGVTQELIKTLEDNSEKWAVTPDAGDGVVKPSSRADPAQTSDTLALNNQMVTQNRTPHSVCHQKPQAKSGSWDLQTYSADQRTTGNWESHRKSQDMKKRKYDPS
ARNT-TACC3 inh – disruptors of ARNT/TACC3 protein interaction, primary screen, biochemical, AlphaScreen, single concentration | Transforming acidic coiled-coil-containing protein 3 (Homo sapiens), Q9Y6A5 | AlphaScreen His-ARNT PAS-B/GST-TACC3 binding, luminescence; TACC3 fragment carries E629A point mutation | inhibition, % at 9.99 µM | 0.66% of 390,000 active | AID 623870, 2012;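 active = mean inhibition of replicates at least 50% and at least half of replicates each reaching 50%; inconclusive = half or more replicates reach 50% but mean below 50%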;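 also: 0% = complete ARNT plus TACC3 wells and 100% = ARNT alone without TACC3; many hits fall short of the cut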
CASP6 VEID inh – human caspase-6 inhibitors, primary screen, biochemical, VEID-R110 fluorescence, single point, set 2. inhibition, % at 12.5 µM. purified caspase-6, Z-VEID-R110 cleavage fluorescence. 0.53% of 350,000 active. P55212;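 active = mean inhibition across replicates at least about 35%, with every replicate also reaching that limit, limit read from the data; inconclusive = only one of the two criteria met; inactive = neither criterion met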;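 also: 0% = median of neutral control wells and 100% = no fluorescence left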
ERp5 block – inhibitors of ERp5-driven insulin aggregation, primary screen, biochemical, turbidity, absorbance 650 nm, single point. 90 min. Protein disulfide-isomerase A6 (Homo sapiens), Q15084. inhibition, % at 9.99 µM. 0.05% of 350,000 active;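 active = mean replicate inhibition above about 25%, with every replicate also reaching it, limit read from the data, passing the limit was not always enough; inconclusive = only one of those two criteria met; inactive = neither criterion met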
Target sequence (Q15084 whole entry, looked up): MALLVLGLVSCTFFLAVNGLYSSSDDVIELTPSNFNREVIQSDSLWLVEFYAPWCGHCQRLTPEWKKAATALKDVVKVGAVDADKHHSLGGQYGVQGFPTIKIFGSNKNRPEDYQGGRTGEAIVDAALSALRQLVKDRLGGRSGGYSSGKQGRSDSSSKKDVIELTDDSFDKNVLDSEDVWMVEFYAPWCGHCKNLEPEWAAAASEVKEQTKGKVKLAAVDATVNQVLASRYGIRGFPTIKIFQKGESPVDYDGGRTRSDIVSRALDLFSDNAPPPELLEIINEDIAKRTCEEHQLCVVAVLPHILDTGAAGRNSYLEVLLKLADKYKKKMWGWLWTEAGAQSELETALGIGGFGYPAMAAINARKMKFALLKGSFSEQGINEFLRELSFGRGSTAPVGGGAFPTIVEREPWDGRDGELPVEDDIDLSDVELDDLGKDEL
* = called active by the depositor; ? = inconclusive; · = not tested or not shown.

SMILES | RAD54 branch | E-sel inducer | esBAF inh | PglD DTNB | RAD52 anneal inh | ARNT-TACC3 inh | CASP6 VEID inh | ERp5 block
CCCCOc1cc(CC2CNC(=O)N2)ccc1OC (stereo unspecified) | -1 | 2.7 | 4 | 0 | -14 | -3 | 6 | 6
CO[C@H]1CN(C)C(=O)c2cc(NC(=O)NC(C)C)ccc2OC[C@@H](C)N(C(=O)C2CCC2)C[C@H]1C | 0 | -0.3 | -5 | 1 | 5 | -4 | · | 1
Cc1cc(OCC(=O)NC(C)C)ccc1Cl | 3 | -1.4 | 8 | -3 | -11 | 2 | 2 | -1
Cc1nc(CNS(=O)(=O)c2ccc(Oc3ccccc3)cc2)cs1 | 2 | · | -5 | 5 | · | -22 | · | ·
CCOC(=O)C(C)Sc1ncnc2c1c(-c1ccccc1)cn2-c1ccc(OC)cc1 (stereo unspecified) | -6 | -0.1 | · | 0 | -16 | -26 | 2 | 8
Cc1ccc(N2CCC3CC2c2cc(-c4ccc(C(F)(F)F)cc4)ccc23)cc1 (stereo unspecified) | 1 | · | -8 | -5 | -34 | · | -3 | -9
NCC(=O)c1cccc2ccc[n+]([O-])c12 | -4 | -1.7 | -4 | 2 | -13 | 18 | 6 | -1
COc1ccc(CNC2CC(C)N(C)CC2C)cc1OC (stereo unspecified) | -12 | · | -6 | -7 | -9 | -9 | -11 | 2
O=C(Nc1cc(S(=O)(=O)N2CCCC2)ccc1Cl)c1ccncc1 | 4 | 0.1 | -3 | 3 | -8 | 0 | 2 | -2
CCCCOCCCNC(=O)C[C@@H]1C[C@@]2(C(=O)OCC)CCC=C2N(Cc2ccco2)C1=O | · | 0.6 | · | · | -39 | · | 49* | 1
Cn1c(=O)c2c(nc(SCC(=O)c3ccc(F)cc3)n2C)n(C)c1=O | -5 | 3.9 | 3 | 3 | -5 | -6 | -7 | -4
Cc1ccc(/C=N/NC(=O)CC2N=C(Cc3ccccc3)NNC2=O)cc1 (stereo unspecified) | -5 | · | 4 | -2 | · | -1 | · | ·
C#CCN1C(=O)C(O)(CC(=O)c2ccc(OC)c(OC)c2)c2ccccc21 (stereo unspecified) | 4 | · | -2 | -3 | · | -12 | · | ·
CN1C2CCC1CC(NC(=O)CSCc1ccc(Cl)cc1Cl)C2 (stereo unspecified) | · | 11 | · | · | -8 | 1 | -158 | 5
O=C(Nc1nccs1)C1CCCCN1S(=O)(=O)c1ccccc1 (stereo unspecified) | · | 5.9 | -2 | · | -9 | 1 | 1 | -56
N=c1sccn1CC(=O)Nc1ccc([N+](=O)[O-])cc1Cl | · | · | · | · | 4 | 15 | -6 | 0
COc1ccc(NC(=O)c2cccc3cccnc23)cc1S(N)(=O)=O | -1 | · | 12 | 4 | -14 | 0 | -10 | 2
O=C(CSc1nnc(-c2ccncc2)n1C1CC1)c1cccs1 | -3 | 1.0 | 2 | 2 | 1 | · | 1 | 4
O=C(CCCCCN1C(=O)c2cccc3cccc(c23)C1=O)NCc1ccco1 | 2 | 0.1 | · | -2 | -16 | · | 3 | 0
Cc1noc(C)c1NC(=O)N(C)C[C@@H]1Oc2cc(C#CCC(C)C)ccc2S(=O)(=O)N([C@H](C)CO)C[C@@H]1C | -1 | 0.2 | 0 | 2 | 12 | 0 | 5 | -4
COc1ccc(CNS(=O)(=O)c2ccc3c(c2)N(C(C)=O)CC(C)S3)cc1 (stereo unspecified) | 0 | · | -16 | -1 | -9 | -1 | -2 | -6
CCCn1c(SCC(=O)N2CCOCC2)nnc1-c1ccncc1 | -2 | 1.1 | -4 | -5 | -17 | -1 | -6 | -2
Cc1ccc(C)c(NC(=O)CCc2nnc3ccc(NCc4ccco4)nn23)c1 | 9 | · | -2 | -2 | -16 | 1 | -9 | -3
Cc1ccc(S(=O)(=O)NCc2ccccc2)cc1C(=O)NCC(C)(C)N1CCOCC1 | -2 | 1.3 | -5 | 2 | 1 | 1 | -2 | -5
Cc1cc(C(=O)CSc2nnc(Cc3ccccc3)o2)c(C)n1Cc1ccc2c(c1)OCO2 | -6 | -2.3 | -3 | 3 | · | -1 | · | ·

(next part)
SMILES | RAD54 branch | E-sel inducer | esBAF inh | PglD DTNB | RAD52 anneal inh | ARNT-TACC3 inh | CASP6 VEID inh | ERp5 block
Cc1noc(C)c1NC(=O)N(C)C[C@@H]1OCc2cnnn2CCCC(=O)N([C@H](C)CO)C[C@H]1C | 5 | -0.3 | -4 | 1 | 13 | -3 | 0 | -3
O=C(c1ccco1)N1CCN(S(=O)(=O)c2cccc([N+](=O)[O-])c2)CC1 | · | · | · | · | -13 | -5 | -4 | 3
O=C(NCC1CCCO1)C1CC(=O)N(C2CCCCCC2)C1 (stereo unspecified) | 10 | · | -2 | -1 | · | -14 | · | ·
CN1CCN(c2nnc(-c3cccs3)c3ccccc23)CC1 | · | 0.4 | · | · | -1 | -12 | 0 | -3
CCOC(=O)c1ccc(NC(=O)CN2C(=O)CN(C(C)=O)C2=S)cc1 | -3 | · | 3 | -3 | 5 | 34 | 0 | 2
CNC(=O)C[C@H]1CC[C@H]2[C@H](COc3ccc(NC(=O)c4cccc(OC)c4)cc3C(=O)N2C)O1 | -5 | 0.2 | -1 | 0 | 10 | -7 | -1 | 3
COc1ccc2c3c(n(C)c2c1)[C@H](CO)N(C(=O)NC(C)C)CC31CN(CC2CCOCC2)C1 | · | -0.3 | · | · | 7 | · | 0 | 2
Cn1cccc1-c1cc(C(=O)N/N=C/c2ccccc2Cl)[nH]n1 | 1 | · | 55* | -6 | -15 | 16 | -2 | 3
C[C@@H]1CCCCO[C@H](CN(C)S(=O)(=O)c2ccc(Cl)cc2)[C@H](C)CN([C@H](C)CO)C(=O)c2cc(NS(=O)(=O)c3ccc(Cl)cc3)ccc2O1 | -10 | 0.2 | -9 | -1 | · | -4 | · | ·
CN(C)CC#Cc1ccc([C@H]2[C@H]3CN(C(=O)c4cccc(F)c4)CC(=O)N3[C@H]2CO)cc1 | · | 0.2 | · | · | 0 | · | 1 | -1
COc1ccc(N(CC(=O)N2c3ccccc3CC2C)S(=O)(=O)c2c(C)nn(C)c2C)cc1 (stereo unspecified) | -2 | 0.2 | -2 | 5 | 2 | -2 | -3 | -4
CC(C)Nc1nc(NCCOc2ccccc2)c2sccc2n1 | -2 | 1.8 | 2 | 1 | 2 | · | 1 | 1
Cc1noc(C)c1S(=O)(=O)NC(=O)C1(C)CCN1C(=O)C1(c2ccc(Cl)cc2)CCC1 (stereo unspecified) | -6 | 0.2 | -2 | 2 | -31 | · | 0 | -8
O=c1c2ccccc2nc(CSc2ncnc3nc[nH]c23)n1-c1cccc(C(F)(F)F)c1 | 4 | · | -5 | -5 | · | -4 | · | ·
COc1cccc(CNC(=O)CCc2nc3cc(S(=O)(=O)N4CCOCC4)ccc3n2C)c1 | 2 | 1.1 | 13 | -3 | -3 | -4 | -1 | 2
Cc1ccc(S(=O)(=O)CCC(=O)OCC(=O)N2CCN(c3ccccc3)CC2)cc1 | -2 | -1.2 | 2 | 1 | -3 | -2 | 2 | 3
CCc1cccc(NC(=O)Cc2ccc(OC)c(OC)c2)c1 | · | -0.4 | · | · | -8 | -9 | 13 | -7
COc1cc(C(C)=O)ccc1OCC(O)CNCC1(N2CCCCC2)CCCCC1 (stereo unspecified) | -1 | · | -5 | 4 | · | -3 | · | ·
O=C(O)C1C(C(=O)O)C1(c1ccccc1)c1ccccc1 (stereo unspecified) | · | · | · | · | -3 | -65 | 0 | 2
CO[C@@H]1CN(C)C(=O)c2ccc(NC(=O)Nc3ccccc3F)cc2OC[C@@H](C)N(C(=O)c2cnccn2)C[C@H]1C | -5 | -0.1 | 2 | -3 | -5 | 2 | -1 | -3
COc1ccccc1S(=O)(=O)N[C@@H]1CC[C@@H](CC(=O)NCc2cccc(F)c2)O[C@H]1CO | -7 | -0.2 | -4 | 16 | 5 | -6 | -2 | 0
Cc1nc(NC(=O)CSC2=NCCS2)sc1C(=O)N(C)C | -1 | -0.6 | 1 | 1 | -7 | -1 | 8 | -4
C#CCOCCOCCOCCNc1nc(OC)nc(N2CCN(C(=O)[C@H](CCC(=O)O)n3cc(C(N)CO)nn3)CC2)n1 (stereo partly specified) | -5 | -0.1 | 2 | -8 | -4 | -6 | 27 | -3
CC(C)CCNCC(=O)NC(c1ccccc1)c1ccccc1 | 7 | 6.6 | 0 | -5 | 6 | 2 | 0 | 1
CCCCn1c(=O)c(F)cn(Cc2ccc(OC)c([N+](=O)[O-])c2)c1=O | · | -0.1 | 8 | · | -16 | -8 | -3 | -4

Following part.
SMILES | RAD54 branch | E-sel inducer | esBAF inh | PglD DTNB | RAD52 anneal inh | ARNT-TACC3 inh | CASP6 VEID inh | ERp5 block
O=C(C[C@@H]1C[C@H]2c3cc(NC(=O)NC4CCCC4)ccc3O[C@H]2[C@H](CO)O1)NCc1cccc(F)c1 | -3 | 1.7 | 3 | -3 | 2 | -10 | 1 | 5
O=C(Nc1nnc([C@@H]2C[C@H](O)[C@@H](CO)O2)s1)Nc1cccc2c1CCCC2 | -2 | 1.1 | 5 | -6 | -11 | · | 6 | -2
O=C(COc1ccc(S(=O)(=O)N2CCOCC2)cc1)Nc1ccc2c(c1)OCCO2 | 9 | · | 7 | -2 | 0 | -1 | 16 | -5
CN1[C@H](C(=O)NCCN2CCCC2)[C@@H](CO)[C@@H]2Cn3c(ccc(/C=C/c4ccccc4)c3=O)[C@@H]21 | · | -0.2 | · | · | 15 | · | 0 | -2
CO[C@H]1O[C@H](CO)[C@@H](OC(=O)Nc2cccc(F)c2)[C@H](OC(=O)Nc2ccccc2)[C@H]1OC(=O)Nc1ccccc1 | -7 | · | · | 4 | 13 | 2 | 2 | -7
COC(=O)c1ccccc1NS(=O)(=O)c1ccc2c(c1)oc(=O)n2C | -1 | 0.1 | -4 | 3 | -26 | 2 | 1 | 4
O=C(NCCc1c[nH]c2ccccc12)c1cnc2sccn2c1=O | -12 | 0.5 | 76* | -3 | -13 | 2 | 0 | 4
COc1ccc(-c2cc(C(=O)Nc3cccc(Cl)c3)no2)cc1 | 0 | 0.3 | ? | -2 | -1 | -5 | -1 | 0
CCCN(C)C[C@H]1OCCCC[C@H](C)Oc2ccc(NS(=O)(=O)c3cccs3)cc2C(=O)N([C@@H](C)CO)C[C@H]1C | · | 1.8 | · | · | 22 | · | 1 | 3
COc1ccc(C2c3c(-c4ccccc4O)n[nH]c3C(=O)N2CCc2ccc(OC)c(OC)c2)cc1 (stereo unspecified) | -6 | · | -2 | 0 | · | 8 | · | ·
Cc1c(CC(=O)N2CCN(C(=O)C3COc4ccccc4O3)CC2)c(=O)oc2cc(O)ccc12 (stereo unspecified) | 12 | · | -6 | 1 | -6 | 3 | 1 | -3
CCCCCCN1CCN(C2CN(Cc3cn(Cc4cc(C)cc(C)c4)nn3)S(=O)(=O)C2)CC1 (stereo unspecified) | · | 0.0 | · | · | -7 | · | 0 | -11
Fc1ccc(SCCc2ccncc2)cc1 | 2 | · | 1 | 2 | · | -2 | · | ·
